mIDH1 inhibitor: human IDH1 R132H inhibition. O75874. IDH1-R132H enzyme, NADPH consumption, diaphorase/resazurin fluorescence. Potency, µM (titrated, usually from 76.6 µM), inactives show at the highest dose activity change, negative = inhibition, hits mostly inhibitors. hit rate 0.093% among 390,000. AID 602179; further: potency means the concentration at half of the fitted maximal effect; on the % scale 0 is the no-effect control and ±100 the full control effect; nearly all actives have a fitted effect of over 65% in size
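IDH1-R132H (0.5 ug/mL dispensed) in pH 7.5 Tris buffer was preincubated 30 min with compound, then given a substrate mix of 0.016 mM NADPH and 2 mM alpha-KG for 80 min at room temperature; remaining NADPH was read by diaphorase/resazurin fluorescence.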
USP1-UAF1 inh: blocks the human USP1/UAF1 deubiquitinase complex | O94782 | recombinant USP1/UAF1, Ub-Rhodamine cleavage fluorescence | Potency, µM (titrated, usually from 57.1 µM), inactives show top-dose activity change, negative = inhibition, actives largely listed as inhibitors | hit rate 0.23% among 390,000; further: potency means the concentration at half of the fitted maximal effect; on the % scale 0 is the no-effect control and ±100 the full control effect; nearly all actives have a fitted effect of over 60% in size; inactives centre near -12
Target sequence (O94782 whole entry, looked up): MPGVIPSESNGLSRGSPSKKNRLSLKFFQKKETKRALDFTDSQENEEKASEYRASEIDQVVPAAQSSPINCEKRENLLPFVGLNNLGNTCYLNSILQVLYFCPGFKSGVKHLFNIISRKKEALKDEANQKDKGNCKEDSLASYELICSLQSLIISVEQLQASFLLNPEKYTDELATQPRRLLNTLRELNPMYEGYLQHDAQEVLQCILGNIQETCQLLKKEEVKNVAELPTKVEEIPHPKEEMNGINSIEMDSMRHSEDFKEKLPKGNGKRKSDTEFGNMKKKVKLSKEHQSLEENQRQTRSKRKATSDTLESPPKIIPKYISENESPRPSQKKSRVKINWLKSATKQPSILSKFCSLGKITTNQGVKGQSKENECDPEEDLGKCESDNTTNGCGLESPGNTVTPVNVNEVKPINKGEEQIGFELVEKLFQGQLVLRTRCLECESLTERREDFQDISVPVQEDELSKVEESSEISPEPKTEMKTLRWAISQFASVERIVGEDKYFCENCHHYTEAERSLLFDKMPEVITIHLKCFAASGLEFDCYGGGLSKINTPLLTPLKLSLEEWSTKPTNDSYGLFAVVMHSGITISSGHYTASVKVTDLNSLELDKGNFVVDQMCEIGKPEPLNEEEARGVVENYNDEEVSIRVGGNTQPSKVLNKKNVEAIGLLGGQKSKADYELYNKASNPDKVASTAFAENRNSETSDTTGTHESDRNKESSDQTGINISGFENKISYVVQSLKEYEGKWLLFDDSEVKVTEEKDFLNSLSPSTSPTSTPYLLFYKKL
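USP1/UAF1 complex (1 nM) preincubated 15 min at room temperature with compound, then Ub-Rho substrate (150 nM final) added. Kinetic fluorescence at 480/540 nm over 6 reads at 60 s intervals; 50 mM HEPES pH 7.8, 0.5 mM EDTA, 0.1 mg/ml BSA, 1 mM TCEP, 0.01% Tween-20.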
TrxR1 substrate: is turned over as a substrate by rat TrxR1. O89049. purified TrxR1 substrate turnover, NADPH consumption readout. Potency, µM (titrated, usually from 114 µM), for inactives: at the highest dose activity change, negative = substrate turnover. hit rate 0.01% among 390,000. AID 588456; further: potency means the concentration at half of the fitted maximal effect; on the % scale 0 is the no-effect control and ±100 the full control effect; nearly all actives have a fitted effect of over 50% in size
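Rat TrxR1, dispensed at 90 nM, was prereduced with 400 uM NADPH (final) for 5 min at ~22 deg C, then incubated with compound 15 min before 400 uM selenite. A first-read NADPH fluorescence drop versus no-compound background flagged substrates.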
TrxR1 inh: rat TrxR1 inhibition | O89049 | Potency, µM (highest dose often 114 µM), without a hit: at the top dose activity change, negative = inhibition, usual class: inhibitors | AID 588453 | hit rate 1% among 390,000 | recombinant rTrxR1, NADPH fluorescence consumption, selenite substrate; further: potency means the concentration at half of the fitted maximal effect; on the % scale 0 is the no-effect control and ±100 the full control effect; nearly all actives have a fitted effect of over 65% in size
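Rat TrxR1 (90 nM in the dispensed reagent) was pre-reduced with 400 uM NADPH for 5 min at room temperature, then incubated with compound for 15 min. After 400 uM selenite was added, NADPH fluorescence (Ex 340/Em 450 nm) was followed for 8 min.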
GRP78 ERSR act: inducers of ER stress response in human glioma cells. U87-MG GRP78 promoter luciferase reporter, 16 h. Potency, µM, without a hit: top-dose activation, actives largely listed as activators. hit rate 0.02% among 420,000. AID 602332; further: potency means the concentration at half of the fitted maximal effect; series mostly up to about 76 µM; % of control where 0% means no effect; nearly all actives have a fitted effect of over 35% in size
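Stably transfected U87-MG human glioma cells carrying a GRP78-based luminescent sensor were seeded at 1000 cells/well, pin-dosed with compounds and incubated 16 h. Luciferase reagent was then added, and end-point luminescence was read after 10 min at room temperature.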
RGS4 inh: inhibitors of human regulator of G protein signaling 4; AID 504845; Transcreener GDP fluorescence polarization, RGS4-accelerated GTP hydrolysis; Potency, µM (top dose mostly 114 µM), without a hit: top-dose activity change, negative = inhibition, most hits filed as inhibitors; hit rate 0.039% among 390,000; further: potency means the concentration at half of the fitted maximal effect; on the % scale 0 is the no-effect control and ±100 the full control effect; nearly all actives have a fitted effect of over 75% in size; some results filed as inactive show a strong effect at the top dose
Target sequence (P49798 whole entry, looked up): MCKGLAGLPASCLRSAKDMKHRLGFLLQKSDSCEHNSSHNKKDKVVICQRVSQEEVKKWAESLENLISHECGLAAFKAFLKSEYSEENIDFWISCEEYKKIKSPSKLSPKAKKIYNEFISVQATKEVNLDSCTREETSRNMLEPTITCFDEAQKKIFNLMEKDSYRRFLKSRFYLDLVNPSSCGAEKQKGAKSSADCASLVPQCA
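MLSMR compounds (23 nl, pin-transferred) preincubated 10 min at room temperature with a 500nM (2x) first reagent, then RGS4 at 900nM (2x) plus Transcreener GDP mix added; fluorescence polarization (620/688 nm) read before and after 90 min at 30 °C.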
LDHA block: LDHA (human) enzyme inhibition | P00338 | purified LDHA, NADH/diaphorase-resazurin fluorescence; hits give low values | activity change, % (values are at about 110 or 230 µM) | hit rate 0.15% among 480,000; in the data active means activity change below about -30%; inconclusive means mostly about -25% to -30%;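 further: plate controls were DMSO wells for no effect and wells without enzyme for full effect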
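Enzyme activity of human lactate dehydrogenase 5 (2 nM; 0.06 mM NADH, 0.2 mM pyruvate, 5 min, RT) is measured via a resazurin/diaphorase fluorescence readout of residual NADH.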
Vif-APOBEC3G blk: Vif-A3G binding inhibition | Q9HC16 | AID 602310 | Potency, µM (titrated, usually from 46.1 µM), inactives show at the highest dose activity, negative = active, actives largely listed as inhibitors | HeLa A3G-eYFP + Vif (tagged APOBEC3G with the HIV-1 protein that degrades it), YFP fluorescence, overnight | hit rate 0.076% among 410,000;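 further: potency means the concentration at half of the fitted maximal effect; on the % scale 0 is the no-effect control and ±100 the full control effect; nearly all actives have a fitted effect of over 60% in size; hits raise eYFP signal because A3G escapes Vif-driven loss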
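HeLa cells stably expressing Vif and C-terminally eYFP-tagged A3G, seeded overnight at 37 deg C, then exposed to compound by pintool overnight at 37 deg C. Rise in yellow fluorescence (Ex 488/Em 500-530, Acumen) marks blocked Vif-driven A3G degradation.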
Vif-A3F inh: Vif-A3F binding inhibition. HeLa A3F-eYFP + Vif (tagged APOBEC3F with the HIV-1 protein that degrades it), YFP fluorescence increase. Potency, µM (highest dose often 46.1 µM), inactives show at the top dose activity, negative = active. hit rate 0.2% among 390,000; further: potency means the concentration at half of the fitted maximal effect; % of control where 0% means no effect; nearly all actives have a fitted effect of over 65% in size
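HeLa cells stably expressing A3F-eYFP plus Vif, plated and incubated overnight at 37 deg C, then exposed to compounds overnight at 37 deg C. Blocked degradation read as raised yellow fluorescence (Ex 488/Em 500-530).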
* hit, by the source's call; ? = inconclusive; . = no result given; & = joins results of further samples; [ ] = remark or other dose. Unless noted, the call rests on the fitted dose curve; in most records, active means well fitted curve in the direction sought with a large enough effect; inconclusive means small, poorly fitted or top-dose-only effect, or another doubt; inactive means no such curve, though single readings can be large; an effect the other way counts as inactive or inconclusive. These rows are one share of the data; count on the stated rates, not on these rows.

SMILES	mIDH1 inhibitor	USP1-UAF1 inh	TrxR1 substrate	TrxR1 inh	GRP78 ERSR act	RGS4 inh	LDHA block	Vif-APOBEC3G blk	Vif-A3F inh
CCCCCCN1C[C@@H](O)[C@H](n2cc(C3CC3)nn2)C[C@@H]1c1ccccc1	-5%	-17%	.	.	-4%	.	1	-11%	-18%
O=C(CN1C(=O)COc2ccccc21)c1ccc(Cl)cc1	8%	-2%	-7%	0%	-4%	-18%[56.9 µM]	-3	-1%	4%
CSc1nsc(SCC(=O)Nc2nc3ccccc3s2)n1	11%	-3%	1%[57.1 µM]	3%[57.1 µM]	2%	7%	-11	2%	0%
CC(=O)Oc1ccc(CCC(C)OC(C)=O)cc1 (stereo unspecified)	2%	-4%	6%[57.1 µM]	24%[57.1 µM]	-5%	8%	-8	2%	-2%
CC(C)(C)OC(=O)NCCc1nnc(SCc2cccc(Cl)c2)o1	9%	-4%	-13%[57.1 µM]	?	-1%	0%	1	-5%	6%
O=C(NC1=NCCS1)c1ccc(F)c(S(=O)(=O)N2CCOCC2)c1	0%	-13%	1%	20%	-2%	14%	-5	2%	11%
N=C1SC(CC(=O)Nc2ccccc2[N+](=O)[O-])C(=O)N1c1ccccc1 (stereo unspecified)	7%	-8%	4%	5%	-3%	-24%	-1	-1%	0%
O=C(COc1ccc2c3c(c(=O)oc2c1)CCCC3)NCCCN1CCCC1=O	4%	-23%	104%[activator]	4%	7%	8%	-2	-8%	-8%
COc1cccc(NC(=O)Cn2c(=O)n(CCC(=O)NCc3ccccc3OC)c(=O)c3ccccc32)c1	-6%	-23%	1%	17%	-2%	5%	-6	2%	-1%
Cn1c(C(=O)N[C@@H](Cc2ccccc2)C(=O)NCCC(=O)O)cc2cc(Cl)ccc21	4%	-4%	3%[57.1 µM]	3%[57.1 µM]	-7%	27%	2	-7%	-13%
CC(C)CC1NC(=O)N(CC(=O)Nc2ccc(-c3ccccc3)cc2)C1=O (stereo unspecified)	2%	-11%	3%	21%	0%	17%	-4	-14%	-19%
Cc1ccc(C(C)C)c(OCCN(C)C)c1	-1%	-9%	-1%[57.1 µM]	-3%[57.1 µM]	-4%	-1%	-10	-4%	-3%
Brc1cc2[nH]cnc2c2ccccc12	20%	?	2%	8%	-1%	16%	32	-1%	-4%
COC(=O)/C=C(\Oc1ccccc1)C1(O)CCCCC1	2%	-1%	0%[57.1 µM]	2%[57.1 µM]	-3%	-20%	0	0%	-15%
CC1CCCCN1CCCNC(=O)c1cc(Sc2ccc(Cl)cc2)nc2ccccc12 (stereo unspecified)	2%	-13%	3%[57.1 µM]	17%[57.1 µM]	-3%	4%	0	3%	-2%
Cc1cccc2cc(COC(=O)c3cccnc3)c(=O)[nH]c12	10%	-21%	-9%[57.1 µM]	10%[57.1 µM]	-5%	-31%	-10	-7%	0%
O=C(OC(C(=O)NCc1cccs1)c1ccccc1Cl)c1ccco1 (stereo unspecified)	2%	-10%	-3%	-18%	-4%	-3%	0	2%	-3%
COc1cc([N+](=O)[O-])cc2sc(NC(=O)C(C)(C)C)nc12	5%	-9%	-10%	-3%	-3%	0%	-2	3%	-9%
COc1ccccc1-c1noc(-c2ccc(N3CCN(c4ccccc4)CC3)c([N+](=O)[O-])c2)n1	0%	-16%	0%	2%	-2%	-19%	1	1%	5%
CCC(C)NC(=O)CSc1nc2scc(-c3ccccc3)c2c(=O)[nH]1 (stereo unspecified)	0%	-20%	6%	5%[57.1 µM]	-4%	4%	-5	0%	-4%
CCOC(=O)C1CCN(Cc2cc(=O)oc3cc(C)c(Cl)cc23)CC1	3%	-19%	-4%	-8%	-2%	-23%[56.9 µM]	-5&3	-4%	6%
COc1ccc(C(C)NC(=O)Cc2ccc(Br)cc2)cc1 (stereo unspecified)	5%	-12%	-4%	-8%	-4%	-9%	2	-6%	6%
O=[N+]([O-])c1cc(F)c2cccnc2c1O	6%	?	-15%	45µM*	-2%	-46%	13	-5%	-2%
Cc1nn2c(=O)cc(COc3ccc(/C=C(\C#N)C(=O)Nc4ccccc4C)cc3)nc2s1	3%	-23%	4%	5%	-2%	?	3	3%	1%
CCSCCOC(=O)C1=C(C)NC(=O)NC1c1cc(OC)ccc1OC (stereo unspecified)	2%	-8%	-13%	-16%	-3%	-23%	-4	2%	-8%
COc1ccc(N2C(=O)CC(N3CCN(c4ccccc4F)CC3)C2=O)cc1 (stereo unspecified)	2%	4%	4%[57.1 µM]	1%	-3%	-17%	0	-3%	-5%
CCOC(=O)c1c(NC(=O)/C=C/C(=O)O)sc(C)c1-c1ccc(C)c(C)c1	23µM*	-7%	-14%	-17%	?	-29%[56.9 µM]	-7	-23%	-1%
Cc1ccc(-c2noc(C3CCCN(C(=O)c4ccc(F)cc4F)C3)n2)cc1 (stereo unspecified)	3%	-10%	-6%[57.1 µM]	11%	-1%	-13%	0	2%	-8%
COCCn1c(C)nnc1SCC(=O)Nc1ccccc1[N+](=O)[O-]	14%	-21%	-6%	0%	-2%	-18%	0	-6%	3%
Cc1nn(C(=O)c2ccco2)c(C)c1Sc1ccc(Cl)cc1	11%	-16%	1%	5%	-2%	-4%	-1	5%	9%
O=C(O)c1cc2n(n1)C(C(F)(F)F)CC(C1CC1)N2 (stereo unspecified)	-9%	-20%	-7%	-10%	-2%	-14%[11.4 µM]	-2	-2%	1%
COc1ccc(NC(=O)CN(C)C(=O)c2cccc(Oc3ccccc3)c2)cc1	-4%	-15%	-3%	27%	0%	9%	-4	3%	-14%
COc1ccc(/C(C)=N/NC(=O)CNC(=O)c2ccncc2)cc1	1%	-9%	-8%	15%[57.1 µM]	-3%	-17%	-8	-1%	3%
COc1cc(C(=O)N[C@H](C(=O)OCC(=O)NC2CCCCCC2)C(C)C)cc(OC)c1OC	-5%	-21%	-2%	12%	16%	1%	-3	-13%	-16%
COc1ccc(S(=O)(=O)Nc2ccc(S(=O)(=O)N3CCCCC3)cc2)cc1C	-1%	-5%	-1%	12%	2%	7%	3	2%	-16%
O=C(Cc1cccs1)NCc1ccccc1Br	0%	-14%	16%	38%[activator]	-4%	4%	2	-3%	4%
CN(c1ccccc1)P(=O)(N(C)c1ccccc1)N(C)c1ccccc1	4%	-15%	-2%	18%	-2%	-3%	-4	0%	4%
CC1CCCCN1C(=O)c1ccc2c(c1)N(Cc1ccc(Cl)cc1)C(=O)c1ccccc1S2=O (stereo unspecified)	5%	-18%	7%	26%	-1%	-15%	4	-1%	-1%
Cc1cc(C)c(NC(=O)CS(=O)CC(=O)N2CCN(c3cccc(C)c3C)CC2)c(C)c1 (stereo unspecified)	-2%	-13%	-1%	14%	-5%	4%	-2	4%	8%
Cc1nn(-c2ccccc2)c(Cl)c1/C=N\NC(=O)c1cnccn1	6%	-8%	-4%	-5%	1%	6%	-1	1%	4%
CCOCCN(C(=O)c1ccccc1Cl)c1ccccc1	-2%	-14%	4%[57.1 µM]	5%[57.1 µM]	-5%	37%	-5	-6%	-25%
CC(=O)Nc1cccc(OCc2cnc(Cl)s2)c1	-2%	-24%	6%	23%	9%	9%	-5	0%	-1%

Copied from the entries so far (eight entries):
SMILES	mIDH1 inhibitor	USP1-UAF1 inh	TrxR1 substrate	TrxR1 inh	GRP78 ERSR act	RGS4 inh	LDHA block	Vif-APOBEC3G blk	Vif-A3F inh
Cc1ccc(-c2noc(C3CCCN(C(=O)c4ccc(F)cc4F)C3)n2)cc1 (stereo unspecified)	3%	-10%	-6%[57.1 µM]	11%	-1%	-13%	0	2%	-8%
COCCn1c(C)nnc1SCC(=O)Nc1ccccc1[N+](=O)[O-]	14%	-21%	-6%	0%	-2%	-18%	0	-6%	3%
Cc1nn(C(=O)c2ccco2)c(C)c1Sc1ccc(Cl)cc1	11%	-16%	1%	5%	-2%	-4%	-1	5%	9%
O=C(O)c1cc2n(n1)C(C(F)(F)F)CC(C1CC1)N2 (stereo unspecified)	-9%	-20%	-7%	-10%	-2%	-14%[11.4 µM]	-2	-2%	1%
COc1ccc(NC(=O)CN(C)C(=O)c2cccc(Oc3ccccc3)c2)cc1	-4%	-15%	-3%	27%	0%	9%	-4	3%	-14%
COc1ccc(/C(C)=N/NC(=O)CNC(=O)c2ccncc2)cc1	1%	-9%	-8%	15%[57.1 µM]	-3%	-17%	-8	-1%	3%
COc1cc(C(=O)N[C@H](C(=O)OCC(=O)NC2CCCCCC2)C(C)C)cc(OC)c1OC	-5%	-21%	-2%	12%	16%	1%	-3	-13%	-16%
COc1ccc(S(=O)(=O)Nc2ccc(S(=O)(=O)N3CCCCC3)cc2)cc1C	-1%	-5%	-1%	12%	2%	7%	3	2%	-16%

High-throughput results as filed in PubChem.
